GLP1R ag: qHTS of GLP-1 Receptor Agonists; Glucagon-like peptide 1 receptor (Homo sapiens), P43220; HEK293 GLP-1R CRE-luciferase, luminescence, 4-6 h; cells express a hypersensitive GLP-1R form; Potency, µM (top dose mostly 45.6 µM), without a hit: at the top dose activation, hits mostly activators; 380,000 compounds, 0.007% hits; further: potency means the concentration at half of the fitted maximal effect; % of control where 0% means no effect
Target sequence (P43220 whole entry, looked up): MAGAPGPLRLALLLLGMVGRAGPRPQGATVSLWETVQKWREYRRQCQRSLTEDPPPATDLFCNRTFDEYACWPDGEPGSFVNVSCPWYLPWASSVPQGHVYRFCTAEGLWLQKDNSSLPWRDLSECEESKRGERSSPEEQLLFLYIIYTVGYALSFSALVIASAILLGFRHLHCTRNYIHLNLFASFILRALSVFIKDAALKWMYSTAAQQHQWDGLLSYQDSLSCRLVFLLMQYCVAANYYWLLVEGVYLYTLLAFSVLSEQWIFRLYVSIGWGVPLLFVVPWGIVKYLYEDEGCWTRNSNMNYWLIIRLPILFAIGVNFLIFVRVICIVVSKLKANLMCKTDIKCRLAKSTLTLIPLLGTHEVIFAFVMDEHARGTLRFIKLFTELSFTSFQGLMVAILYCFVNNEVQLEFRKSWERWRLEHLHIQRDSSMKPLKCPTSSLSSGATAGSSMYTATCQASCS
KB-V1 MDR tox: qHTS assay for MDR1-selective chemotherapeutics: Primary screen using the drug-selected MDR subline cells KB-V1. KB-V1 MDR cells viability, CellTiter-Glo, 72 h. Potency, µM (highest dose often 46.1 µM), inactives show top-dose activity change, negative = cytotoxicity, usual class: cytotoxic. 400,000 compounds, 3.4% hits. AID 1347076, 2019; further: potency means the concentration at half of the fitted maximal effect; on the % scale 0 is the no-effect control and ±100 the full control effect; nearly all actives have a fitted effect of over 60% in size
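Luminescent ATP read-out (CellTiter-Glo, 10 min) measures survival of drug-selected KB-V1 MDR cells after 72 h, 37 degrees C compound exposure. Medium: phenol-red-free DMEM, 10% FBS. Values from fitted concentration-response curves.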
KB-3-1 cytotox: qHTS assay for MDR1-selective chemotherapeutics: Primary screen using the parental adenocarcinoma cell KB-3-1; KB-3-1 viability, CellTiter-Glo ATP luminescence, 72 h; 400,000 compounds, 1.4% hits; Potency, µM (top dose mostly 46.1 µM), without a hit: at the highest dose activity change, negative = cytotoxic, actives largely listed as cytotoxic; further: potency means the concentration at half of the fitted maximal effect; on the % scale 0 is the no-effect control and ±100 the full control effect; nearly all actives have a fitted effect of over 60% in size
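72 h, 37 °C compound treatment of KB-3-1 parental cells; CellTiter-Glo added, 10 min, luminescence read. Data corrected against DMSO-only plates and normalized before curve fitting.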
DRD3 agonist: qHTS of D3 Dopamine Receptor Agonist: qHTS; D(3) dopamine receptor (Homo sapiens), P35462; D3R DiscoveRx beta-arrestin cells, luminescence, 90 min; max activation, %; 410,000 compounds, 0.58% hits; AID 652048, 2013; in the data active means max activation above about 30%; further: 0% is about no effect; mostly tested at two doses, the higher about 12 µM
Target sequence (P35462 whole entry, looked up): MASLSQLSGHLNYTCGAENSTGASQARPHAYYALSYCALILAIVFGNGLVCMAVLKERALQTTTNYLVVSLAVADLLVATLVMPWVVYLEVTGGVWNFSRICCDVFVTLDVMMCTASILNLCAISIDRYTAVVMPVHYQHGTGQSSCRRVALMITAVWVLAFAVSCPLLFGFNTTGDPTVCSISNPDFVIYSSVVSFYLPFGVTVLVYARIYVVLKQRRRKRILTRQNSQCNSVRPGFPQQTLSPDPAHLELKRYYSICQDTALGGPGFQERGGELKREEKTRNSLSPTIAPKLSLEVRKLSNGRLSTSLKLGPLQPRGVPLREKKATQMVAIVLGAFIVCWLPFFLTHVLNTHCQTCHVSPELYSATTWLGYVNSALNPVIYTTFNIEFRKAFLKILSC
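Agonist-mode cell screen: cells plated at 1500/well and incubated overnight at 37 °C, then exposed to library compounds for 90 min at 37 °C. Detection reagent was added for 30–60 min at room temperature, and luminescence was read.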
IL1B secr inh: qHTS for Inhibitors of Inflammasome Signaling: IL-1-beta AlphaLISA Primary Screen. THP-1 LPS/ATP IL-1B secretion, AlphaLISA, 16 h; active compounds read low. activity change, % at 57.5 µM. 360,000 compounds, 4.7% hits. AID 743279, 2014; in the data active means activity change below about -50%; inconclusive means mostly about -30% to -49%; further: on the % scale 0 is the no-effect control and ±100 the full control effect
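THP-1 cells pretreated 1 hr with compounds (up to 57.5 uM final), then stimulated with LPS (250 ng/mL final) plus ATP (1.25 mM final); secreted IL-1B measured by AlphaLISA after 16 hr, decreased signal indicating inhibition.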
DRD3 antagonist: qHTS of D3 Dopamine Receptor Antagonist: qHTS. D3R cells, DiscoveRx beta-arrestin luminescence, antagonist mode; active compounds read low. max response, negative = inhibition, %. D(3) dopamine receptor (Homo sapiens), P35462. 360,000 compounds, 2.5% hits; in the data active means max response below about -50%; inconclusive means no clear call, values can overlap the other calls; further: on the % scale 0 is the no-effect control and ±100 the full control effect; mostly tested at two doses, the higher about 12 µM
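Cells expressing the human receptor were seeded at 1500 cells/well, incubated overnight at 37 degrees C in 5% CO2, then exposed to library compounds with dopamine controls for 90 minutes at 37 degrees C before luminescent detection.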
HT1080NT lethal: qHTS for induction of synthetic lethality in tumor cells producing 2HG: qHTS for the HT-1080-NT fibrosarcoma cell line; HT-1080-NT fibrosarcoma viability, CellTiter-Glo ATP luminescence, 48 h; Potency, µM (doses to about 46.1 µM), without a hit: at the highest dose activity, negative = less viability, hits mostly cytotoxic; 360,000 compounds, 1.6% hits; AID 686970, 2013;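 further: NT is the 2HG producing partner of a matched IDH1 knockdown line; potency means the concentration at half of the fitted maximal effect; 0% = DMSO-treated cells and -100% = media-only wells without cells; nearly all actives have a fitted effect of over 55% in size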
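HT-1080-NT; 750 cells/well; 5% FBS RPMI; 48 h compound, 37 degrees C; CellTiter-Glo luminescence; curve fitting and curve-class assignment.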
HT1080 IDH1KD tx: qHTS for induction of synthetic lethality in tumor cells producing 2HG: qHTS for the HT-1080-IDH1KD cell line | HT-1080 IDH1 knockdown viability, ATP luminescence, 48 h | Potency, µM (highest dose often 46.1 µM), for the others: top-dose activity, negative = toxicity, actives largely listed as cytotoxic | 360,000 compounds, 2% hits | AID 686971, 2013;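 further: potency means the concentration at half of the fitted maximal effect; 0% = DMSO wells and -100% = cell-free medium wells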
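Using the IDH1-knockdown HT-1080 line run in the same batch and compound series as the NT line, viability after 48 h at 37 °C was determined by CellTiter-Glo luminescence and expressed as % activity.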
SW480 rerep: A quantitative high throughput screen for small molecules that induce DNA re-replication in SW480 colon adenocarcinoma cells; SW480 DNA re-replication, Hoechst DNA content imaging, 48 h; Potency, µM (series often up to 46.1 µM), for the others: at the highest dose re-replication activation, hits mostly activators; 340,000 compounds, 1.8% hits; AID 624297, 2012; further: potency means the concentration at half of the fitted maximal effect; % of control where 0% means no effect; nearly all actives have a fitted effect of over 55% in size
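Image-based read-out: total Hoechst fluorescence of nuclei (405 nm excitation, 500-530 nm emission), with hits raising the fraction of high-intensity nuclei. SW480 colon cells incubated 48 hr with compounds at 37 C.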
Numbers without * were called inactive; ? = inconclusive; . = no result given; & = joins results of further samples; [ ] = dose if it differs, or a comment. Unless noted, the call rests on the fitted dose curve; in most records, active means well fitted curve in the direction sought with a large enough effect; inconclusive means small, poorly fitted or top-dose-only effect, or another doubt; inactive means no such curve, though single readings can be large; an effect the other way counts as inactive or inconclusive.

Results follow in this order: KB-3-1 cytotox	SW480 rerep	IL1B secr inh	KB-V1 MDR tox	GLP1R ag	DRD3 agonist	HT1080NT lethal	DRD3 antagonist	HT1080 IDH1KD tx
- COc1ccc(-c2cn3cccc(C)c3n2)cc1Br
    ?	-3%	?	?	8%	1	12%	10	?
- COC(=O)[C@@H](NC(=O)NC(C)CCc1ccccc1)C(C)C (stereo not given in full)
    10%	-1%	31	-1%	-3%	5	0%	?	6%
- O=S(=O)(NCCn1cccc1)c1ccc2ccccc2c1
    -1%	-1%	-10	-9%	10%	2	0%	5	0%
- Cn1ccnc1C(OC(=O)c1ccc(Cl)cc1)C(F)(F)F (stereo not given)
    1%	7%	4	-6%	3%	0	-1%	3	-1%
- CN(CC(=O)Nc1ccccc1Cl)C(=O)Cn1cc(C(F)(F)F)ccc1=O
    -16%	-3%	7	-14%	-6%	-5	3%	24	-2%
- COc1ccc(/C=N/OCC(=O)NCc2cccs2)c(OC)c1
    0%	-1%	-5	-1%	0%	3	7%	-13	9%
- CCc1nnc(NC(=O)Cn2ccc(C(F)(F)F)n2)s1
    17%	-2%	-1	7%	-6%	-5	10%	-14	-2%
- COc1ccc(CCNC(=O)CN(c2ccccc2)S(=O)(=O)N(C)C)cc1OC
    -10%	.	.	-16%	0%	-3	.	.	.
- Cc1ccc(C)c(S(=O)(=O)C(C#N)c2nc3ccccc3nc2N2CCCC2)c1 (stereo not given)
    12%	-5%	-1	-5%	-2%	-1	10%	3	10%
- COc1cccc(OCC(=O)NNC(=O)C(=O)Nc2cccc(C)c2)c1
    1%	15%	?	-16%	-1%	-5	-1%	-24	-1%
- COc1ccc(/C=N/NC(=O)c2cnccn2)cc1O
    2%	-5%	9	-1%	-5%	1	-1%	1	-2%
- NC(=O)c1nsc(C(=O)N(CC(=O)NCc2ccco2)c2ccccc2F)c1N
    4%	-7%	-14	-22%	13%	21	1%	40	29%
- O=C(CCc1nc(-c2ccc(Cl)cc2)no1)OCc1ccc(Br)cc1
    -3%	-7%	-15	7%	4%	-1	15%	-10	12%
- Cc1cc2nc3c(c(C(F)(F)F)n2n1)CCCC3
    9%	-4%	21	1%	6%	-10	6%	4	20%
- O=C(NCc1ccccc1)C(c1ccncc1)N(C(=O)c1csnn1)c1cccc(F)c1 (stereo not given)
    -1%	-12%	8	23%	2%	-8	13%	7	-8%
- CCNC(=S)Nc1sc2c(c1C#N)CCC(C)C2 (stereo not given)
    6%	-4%	-21	0%	16%	-10	23%	3	13%
- COc1ccc(CCN=C(N)NS(=O)(=O)c2ccc(C)c(C)c2)cc1
    -1%	-2%	-19	4%	23%	2	-3%	4	-19%
- C=CCn1c(SCC(=O)NC23CC4CC(CC(C4)C2)C3)nc2cc(C(=O)O)ccc2c1=O
    3%	-6%	33	2%	-12%	4	6%	-8	3%
- COc1ccc2sc(-c3ccc(S(C)(=O)=O)cc3)c(-c3ccc4c(c3)OCCO4)c2c1
    -17%	-5%	-26	7%	-6%	-16	0%	-16	-1%
- Cc1cc2ccccc2cc1CN1CCCCC1
    5%	1%	8	5%	-1%	-14	5%	-16	-1%
- COc1ccc(C(C(=O)NCC2CCCO2)N(Cc2ccccc2)C(=O)CNC(=O)c2ccco2)cc1OC (stereo not given)
    ?	-9%	118	0%	3%	3	-2%	-12	-1%
- CC1=C(C(=O)Nc2ccccc2)C(c2cccs2)n2nc(SCc3ccccc3)nc2N1 (stereo not given)
    1%	.	.	3%	1%	-11	.	.	.
- COc1ccc(NC(=O)C/C(C)=N/NC(=O)C(=O)NC(C)C)c(OC)c1
    3%	-4%	25	-11%	0%	-15	-6%	-9	5%
- COc1ccc(Nc2nnc(C)c3ccccc23)cc1C(N)=O
    ?	-15%[9.22 µM]	164	10%	1%	0	26%	3	21%
- COc1ccc(Cl)cc1C(=O)Nn1cnnc1
    1%	6%	26	18%	10%	0	7%	6	2%
- COc1ccc(N2C(=O)NC(NS(=O)(=O)c3ccc(Cl)cc3)(C(F)(F)F)C2=O)cc1 (stereo not given)
    0%&10%	-12%	18	3%&-5%	1%&6%	3&3	13%	-3	12%
- CCCN1C(=O)CN(C2CCCCCC2)C(=O)C1c1ccc(C)cc1 (stereo not given)
    0%	4%	13	-2%	3%	1	12%	?	-6%
- CC(NC(=O)C(c1ccccc1)c1ccccc1)c1ccc(S(N)(=O)=O)cc1 (stereo not given)
    1%	-2%	-14	-9%	0%	5	18%	26	10%
- CCn1c(=O)c(=O)[nH]c2c(=O)oc3ccc(S(=O)(=O)Nc4ccccc4)cc3c21
    14%	-14%	-7	26%	1%	0	7%	-1	11%
- Cc1ccc(OCC(=O)N(C)CCc2ccccn2)cc1
    5%	-7%	8	-16%	-5%	2	10%	-17	22%
- COC(=O)CC1SC(=O)NC1=Nc1ccc(O)cc1 (stereo not given)
    4%	1%[9.22 µM]	20	1%	-3%	2	10%	-2	9%
- Cc1ccc(C2=Nc3ccc(Br)cc3C(c3ccncc3)=NN2)cc1
    11%	15%	-149*	-6%	5%	2	-9%	5	?
- Cc1ccc(-c2cnc(C(O)c3cc(C)cc(C)c3)[nH]2)cc1 (stereo not given)
    0%	.	6	-6%	0%	-5	-5%	13	-8%
- COc1ccc(C(C(=O)NCc2ccccc2)N(Cc2ccco2)C(=O)c2cnccn2)cc1 (stereo not given)
    9%	26%	0	-19%	7%	3	4%	37	-1%
- O=C(CN1CCN(Cc2ccc(Cl)cc2)CC1)N1CCc2ccccc21
    -1%	5%	?	-26%	2%	-18	-6%	?	-21%
- Cc1cc(C)c(OCCCON2C(=O)CCC2=O)c(Br)c1
    22%	-3%	28	-8%	5%	7	-6%	9	4%
- Cc1c(C(=O)N/N=C/c2cccs2)nnn1-c1nonc1N
    8%	-13%	7	0%	5%	36*	-5%	9	-13%
- CC(=O)c1ccc(OCC(O)CN2CCN(CC(O)COc3ccc(C(C)=O)cc3)CC2)cc1 (stereo not given)
    -26%	-6%	16	-2%	4%	-12	-1%	-5	-2%
- CC(=O)c1cccc(NC(=O)N2CC(C)OC(C)C2)c1 (stereo not given)
    15%	-3%	14	23%	0%	4	1%	22	6%
- CC(C)Cc1ccc(CN2CCCC(NC(=O)Cn3cnnn3)C2)cc1 (stereo not given)
    -7%	1%	-1	?	8%	-1	-11%	-5	0%
- CC1=CC(C)C(=O)N(CCN2CCOCC2)C(C)=C1 (stereo not given)
    -6%	.	2	-2%	6%	0	11%	6	8%
- COc1cccc(C(=O)NC(Cc2ccccc2)c2ccc3c(c2)OCCCO3)c1 (stereo not given)
    0%	5%	-7	-27%	-1%	-1	1%	2	-6%
- CC(=O)c1c(C)[nH]c(C(=O)OCC(=O)Nc2cc(Cl)ccc2[N+](=O)[O-])c1C
    2%	7%	131	?	2%	21	-7%	59	-21%
- Cn1c2c(c(=O)c3ccccc31)CCC(C)(C)O2
    -1%	1%	3	?	-1%	2	0%	5	15%
- CCCCOc1ccc(-c2csc(N)n2)cc1[N+](=O)[O-]
    ?	4%	-50*	?	23%	-2	5%	1	2%
- Cc1cc(=O)oc2c3c(cc(OCC(=O)NCc4ccccn4)c12)OC(C)(C)CC3
    2%	-6%	-21	?	11%	-5	9%	-15	-9%
- CCc1cc(C(=O)N(CC(C)C)c2c(N)n(Cc3ccccc3)c(=O)[nH]c2=O)sc1C
    -3%	-12%	9	16%	11%	-6	-2%	-3	-2%
- O=C1c2cccc3cccc(c23)C(=O)N1CCN1CCN(CC(O)COc2ccc3ccccc3c2)CC1 (stereo not given)
    ?	?	-2	?	0%	-5	?	-10	?
- O=C(CCn1cccc1)NCc1ccccc1
    2%	12%	5	-9%	0%	-5	0%	4	-2%
- C=CCNc1nc(-c2sc(NC(C)=O)nc2C)cs1
    -17%	10%	-58*	?	11%	0	-2%	-14	-20%
- COc1cc(C2c3cc4c(cc3CC3COC(=O)N32)OCO4)cc(OC)c1OC (stereo not given)
    0.73µM*	1.2µM*	2	2.1µM*	20%	-1	1.3µM*	-2	1µM*

Single records (already shown):
Record of `CC(=O)c1cccc(NC(=O)N2CC(C)OC(C)C2)c1` (stereo not given) : KB-3-1 cytotox: 15%; SW480 rerep: -3%; IL1B secr inh: 14; KB-V1 MDR tox: 23%; GLP1R ag: 0%; DRD3 agonist: 4; HT1080NT lethal: 1%; DRD3 antagonist: 22; HT1080 IDH1KD tx: 6%
Record of `O=C1c2cccc3cccc(c23)C(=O)N1CCN1CCN(CC(O)COc2ccc3ccccc3c2)CC1` (stereo not given) : KB-3-1 cytotox: ?; SW480 rerep: ?; IL1B secr inh: -2; KB-V1 MDR tox: ?; GLP1R ag: 0%; DRD3 agonist: -5; HT1080NT lethal: ?; DRD3 antagonist: -10; HT1080 IDH1KD tx: ?
